M1 PAM parental: nonselective calcium activators in parental CHO-K1 cells, primary screen, counter-screen for M1 PAM project, cell-based, Fluo-8 calcium fluorescence, full deck, 1536-well. ATP EC20; 0% at ATP EC20, 100% at ATP max. activation, % at 3 µM. 0.02% of 360,000 active. AID 602247, 2012;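 active means activation above the run cutoff, the mean activation of all test compounds plus 3 SD, cut at about 40% in these data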;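 further: peak over basal fluorescence ratio in a 140 s read after ATP addition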
CHO-K1 Ca ag: counter-screen for M1 agonists: effect in parental CHO-K1 cells | Fluo-8 calcium fluorescence; scaled to maximal ATP response, vehicle zero | activation, % at 3 µM | 0.48% of 360,000 active | AID 602248, 2012; in the data active means activation above about 15%;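 further: untransfected CHO-K1 host cells lacking M1 receptor as counterscreen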
CHRM1 antagonist: human M1 muscarinic receptor antagonists, primary screen, CHO-K1 cells, Fluo-8 calcium fluorescence, 1536-well. CHO-K1 hM1, ACh EC80 antagonist. inhibition, % at 3 µM. 1.3% of 360,000 active. AID 588852, 2011;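 active means percent inhibition above its own plate's cutoff, namely the mean of that plate's compound wells plus 3 SD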;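 further: peak over basal fluorescence ratio during 140 s after agonist addition; 0% = ACh EC80 plus DMSO and 100% = DMSO alone without agonist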
CHO parental Ca: ATP-evoked calcium signal inhibitors, parental CHO, primary screen, counter-screen for OX1R antagonist project, cell-based, fluorescence, Fluo-8 calcium dye; 0.63% of 330,000 active; AID 463079, 2010; inhibition, % at 5.6 µM; parental CHO-K1, ATP-induced calcium, Fluo-8 fluorescence;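 active means inhibition above that plate's mean sample inhibition plus 3 SD, cut at about 26% in these data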;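 further: 0% = ATP-challenged DMSO wells and 100% = DMSO wells without ATP; some compounds past the cut are filed as inactive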
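Material: Parental CHO cells | Reagent: ATP | Compound dosing: Single nominal dose of 5.6 µM per compound | Detection: Intracellular calcium via Fluo-8 no-wash fluorescent dye | Read-out: % inhibition of ATP-induced calcium mobilization | Benchmarks: Low control ATP plus DMSO, high control DMSO only | Replicates: Singlicate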
TAAR1 antag: human TAAR1 antagonists, primary screen, Fluo-8 calcium fluorescence, CHO RD-HGA16 cells. Trace amine-associated receptor 1 (Homo sapiens), Q96RJ0. antagonist. inhibition, % at 3 µM. 1.5% of 360,000 active. AID 624466, 2012;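 active means inhibition above a per-plate cutoff, the mean inhibition of test compounds on that plate plus 3 SD, cut at about 49% in these data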;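 further: 0% = DMSO plus EC80 beta-PEA response and 100% = DMSO alone without agonist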
Target sequence (Q96RJ0 whole entry, looked up): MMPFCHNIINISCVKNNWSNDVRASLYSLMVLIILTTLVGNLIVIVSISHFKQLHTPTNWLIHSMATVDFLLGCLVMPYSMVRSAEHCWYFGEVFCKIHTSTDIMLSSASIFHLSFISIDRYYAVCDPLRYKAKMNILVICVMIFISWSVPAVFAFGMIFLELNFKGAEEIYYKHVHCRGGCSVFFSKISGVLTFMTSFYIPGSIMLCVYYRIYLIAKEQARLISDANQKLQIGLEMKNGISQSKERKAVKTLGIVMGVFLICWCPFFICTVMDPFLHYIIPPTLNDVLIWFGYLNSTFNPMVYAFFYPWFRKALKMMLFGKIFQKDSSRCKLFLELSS
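System: CHO RD-HGA16 cells bearing hTAAR1. Reagent: EC80 β-phenethylamine stimulus. Schedule: seeding 17-24 h prior, 75-min 37 °C, 30-min RT dye loading. Signal: Fluo-8 intracellular calcium dye fluorescence, real-time kinetic reads. Read-out: % inhibition from peak post-agonist over basal fluorescence ratio. Benchmarks: vehicle wells and EC80 agonist wells. Replicates: n of 1.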
OXTR potentiate: human OXTR potentiators, primary screen, fluorescence, CHO-OTR cells, Fluo-8 calcium; Fluo-8 calcium fluorescence, potentiator mode; 0% = oxytocin EC15, 100% = EC100; AID 2445, 2010; 0.061% of 320,000 active; activation, % at 3 µM;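 active means activation above that plate's cutoff, the mean activation of tested compounds plus 3 SD, cut at about 6.6% in these data, passing the limit was not always enough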;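 further: 100% uses oxytocin at 75 nM as the full agonist control; some results filed as inactive read as strong as hits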
Target sequence (P30559 whole entry, looked up): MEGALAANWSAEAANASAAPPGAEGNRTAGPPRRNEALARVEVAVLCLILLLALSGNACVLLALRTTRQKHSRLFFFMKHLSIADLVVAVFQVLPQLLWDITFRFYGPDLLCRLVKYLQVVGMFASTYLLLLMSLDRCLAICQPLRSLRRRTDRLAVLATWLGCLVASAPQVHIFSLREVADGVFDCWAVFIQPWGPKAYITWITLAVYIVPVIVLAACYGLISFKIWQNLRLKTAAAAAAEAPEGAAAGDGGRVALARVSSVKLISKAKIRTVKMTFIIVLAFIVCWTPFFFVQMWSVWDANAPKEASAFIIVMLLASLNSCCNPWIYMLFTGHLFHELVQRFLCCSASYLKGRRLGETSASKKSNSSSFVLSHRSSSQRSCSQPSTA
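System: human OTR in CHO cells / Also added: sub-maximal oxytocin, roughly EC15 / Control set: EC15 oxytocin low, 75 nM oxytocin high / Schedule: 6 min compound pre-incubation at room temperature, 100 s kinetic read / Compound: single-point 3.0 µM / Replication: singlicate / Technique: Fluo-8 calcium dye fluorescence / Read-out basis: % activation of max/min ratio relative to oxytocin controls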
TAAR1 ag: human TAAR1 agonists, primary screen, Fluo-8 calcium fluorescence, CHO RD-HGA16 cells | activation, % at 3 µM | Trace amine-associated receptor 1 (Homo sapiens), Q96RJ0 | vehicle wells 0%, saturating PEA agonist 100% | 0.99% of 360,000 active;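 active means activation above the mean activation of all test compounds in the run plus 3 SD, cut at about 38% in these data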
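Test system: RD-HGA16 (CHO) cells co-expressing Gα16 and hTAAR1; dosing: one-point dosing at 3 µM (nominal); timing: 17-24 h seeding, 75 min 37 °C dye, 30 min RT; signal: kinetic Fluo-8 calcium fluorescence; read-out basis: % activation relative to PEA EC100 response; controls: DMSO and PEA EC100; replicates: n 1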
CHRM1 agonist: human M1 muscarinic receptor agonists, primary screen, Fluo-8 calcium fluorescence, CHO-K1 cells, HTS | CHO-K1 hM1, agonist mode; 0% DMSO, 100% acetylcholine EC100 | activation, % at 3 µM | 0.33% of 360,000 active | AID 588814, 2011;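 active means activation above the run's mean compound activation plus 3 SD, cut at about 16% in these data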;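 further: peak over basal fluorescence ratio within a 140 s kinetic read after compound addition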
CHO-K1 Ca antag: nonselective inhibitor or artifact in parental CHO-K1 cells; ATP-induced calcium, Fluo-8 fluorescence; AID 602250; inhibition, % at 3 µM; 0.6% of 360,000 active;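 active means inhibition above a per-plate cutoff, the plate's mean sample inhibition plus 3 SD, cut at about 24% in these data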;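 further: 0% = DMSO plus EC80 ATP and 100% = DMSO alone without ATP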
* marks the source's active call; other numbers are inactive results; . = not tested or not shown.

Molecule,M1 PAM parental,CHO-K1 Ca ag,CHRM1 antagonist,CHO parental Ca,TAAR1 antag,OXTR potentiate,TAAR1 ag,CHRM1 agonist,CHO-K1 Ca antag
Cc1c(CCOC(=O)c2ccccc2)sc[n+]1CC(=O)c1ccc(Br)cc1,-9,0.6,77*,-7,.,-2,.,-11,-6
CC1CCN(C(=O)COC(=O)C23CC4CC(CC(O)(C4)C2)C3)CC1,13,0.3,-3,-8,-6,2,10,-4,-23
Cc1ccc(C2=NN(CC(=O)NCCC(C)C)C(=O)CC2)cc1,-12,4.4,17,-11,-10,-10,1,-6,-4
S=c1[nH]nc(-c2cccnc2)n1/N=C/c1cccs1,15,0.6,-12,-23,0,-15,5,-4,-11
O=C(Nc1ccc(S(=O)(=O)NC2=NCCCCC2)cc1)c1ccc(C(F)(F)F)cc1,-12,2.1,13,-20,.,1,.,-3,6
COc1cc(NC(=O)Cn2cnc3c(NCc4ccccc4)ncnc32)cc(OC)c1OC,11,0.2,-8,-18,-32,.,3,-3,-13
CCCNC(=O)C1CC(=O)N(c2ccc(OCc3ccc(F)cc3)cc2)C1 (stereo not drawn),-6,3.1,2,-5,4,-8,11,-2,-1
O=C(Nc1nc(=S)ss1)c1c(F)cccc1F,21,0.4,-3,1,-10,-4,10,-4,-12
CCOC(=O)C1=C(C)Nc2ccccc2N=C1NC(=O)Cc1ccc(Br)cc1,14,0.0,-12,-17,10,-8,5,-7,-13
C/C=C1\COC(C(=O)NCc2ccccc2)(C(F)(F)F)C=C1C=C(C)C (stereo not drawn),23,-0.5,16,-34,23,-9,2,-13,-18
CC1=CC(=O)C=CC1(C)C(Cl)Cl (stereo not drawn),3,-0.1,-45,-3,8,-14,-1,0,1
CCn1cc(CNC(=O)c2ccc(OC3CCN(Cc4ccccn4)CC3)cc2)cn1,-11,1.6,4,-12,-4,-8,2,-5,7
CCc1ccc(CN2CCC(n3nccc3NC(=O)c3ccccc3OC)CC2)o1,10,4.0,-13,.,4,.,6,-3,-1
COc1cc2[nH]c(C(=O)N3CCc4ccccc43)cc2c(OC)c1OC,1,2.3,0,-23,13,2,2,-7,-8
Cc1oc(-c2cc(F)ccc2F)nc1CN1CCN(c2cnccn2)CC1,14,1.1,2,-18,9,-3,-1,-2,-15
Cc1ccc(CNC(=O)CN(CCc2ccccc2)S(C)(=O)=O)cc1,6,5.3,13,-13,15,-5,1,-5,5
CC(=O)c1ccccc1C(=O)N1CCCC(C(=O)c2ccc(C(F)(F)F)cc2)C1 (stereo not drawn),-6,9.9,11,-20,-5,-9,3,1,-5
CCOC(=O)c1ccc(NC(=S)N2CCCC2c2ccc(OC)c(OC)c2)cc1 (stereo not drawn),21,6.4,-7,-17,1,-4,3,-4,-22
O=C(c1cccs1)N(c1cccc(Cl)c1)C1C=CS(=O)(=O)C1 (stereo not drawn),2,-0.1,2,-8,2,-7,9,-10,-2
COc1ccc(CNc2ncc(-c3ccccc3)n2C)c(OC)c1OC,1,0.4,9,-21,-13,-13,2,-8,-5
O=C(CC12CC3CC(CC(C3)C1)C2)Nc1nncs1,-12,0.3,-9,-11,-12,1,4,2,-2
CCC(C(=O)NCc1ccco1)n1nc(-c2ccc(OC)cc2)ccc1=O (stereo not drawn),3,0.3,5,-22,4,-1,-4,-2,1
CCC(C)C(NC(=O)C(CC(C)C)NC(=O)C(CO)NC(=O)C1CCC(=O)N1)C(=O)OC (stereo not drawn),21,0.3,-11,3,5,-5,3,-6,-12
O=C(NCCc1ccccn1)C1CCN(S(=O)(=O)c2ccc(Cl)cc2)CC1,-6,0.4,-1,-6,2,-13,1,-4,-1
Cc1n[nH]c(C)c1CCCOc1ccccc1,15,0.6,-4,-11,-9,-1,3,-4,-4
COC(=O)c1ccc(C(=O)Nc2ccc(F)cc2)cc1,8,0.4,-4,0,13,-3,7,-1,-11
Cc1ccc(SCCCn2cnc3ccccc3c2=O)cc1,2,0.9,-7,-24,9,-13,18,-2,4
CNC[C@@H](C)NC[C@@H](Cc1ccccc1)NCCc1ccccc1,-5,0.2,-12,-20,-3,-3,35,-9,-3
Oc1ccc(O)c(Cc2nc3ccccc3[nH]2)c1,15,0.1,1,-5,7,0,0,-6,9
CC(NC(=O)c1cccc(Br)c1)c1ccccc1 (stereo not drawn),4,0.2,2,-10,-5,7,7,-12,-3
O=C(NCN1CCOCC1)c1cnccn1,-5,3.3,12,-6,-9,-11,1,-1,7
O=C(NCCCN1CCOCC1)c1cc(Cl)ccc1Cl,19,1.4,-19,-8,-3,-4,3,-5,2
O=C(O)CCN1c2ccccc2Sc2ccccc21,-2,0.8,-9,.,-5,.,-1,-4,-17
O=C(CSCc1ccc(Cl)cc1)N/N=C/c1c(Cl)cccc1Cl,11,0.5,-4,-2,3,-4,0,-5,-4
COc1cc(C(=O)N2CCN(S(=O)(=O)c3cccc(F)c3)CC2)ccc1OCC(=O)N1CCOCC1,-18,-0.8,8,-6,-15,-4,3,4,2
CC1CCN(CCCNC(=O)CCc2nnc3n(CCc4ccccc4)c(=O)c4ccccc4n23)CC1,-25,0.5,31,-7,15,-11,2,-4,12
COc1ccc(C2CC(C(F)(F)F)n3nc(C(=O)O)c(Cl)c3N2)cc1OC (stereo not drawn),-5,-0.3,-31,-6,3,-18,3,8,0
CCOC(=O)C1=C(O)C(Nc2nc3ccccc3s2)(C(F)(F)F)N=C1C (stereo not drawn),-5,-0.6,4,-7,1,-2,-2,-7,11
OCCCNc1ncnc2sc3c(c12)CCN(Cc1ccccc1)C3,-5,0.4,9,5,-2,-14,0,-9,-4
N=C1c2ccccc2CN1NC(=O)CC12CC3CC(CC(C3)C1)C2,-8,3.2,16,-19,-2,-5,8,-9,10
O=C(c1ccccc1)c1ccccc1C(=O)N1CCOCC1,9,-0.4,-10,-1,2,-3,2,-2,4
Brc1ccc(-c2csc(N/N=C/c3cccnc3)n2)cc1,15,2.9,10,-19,16,-20,11,-12,9
CCc1ccc(NC(=S)N(Cc2ccc(Cl)cc2)Cc2ccc(C(=O)O)cc2)cc1,-4,0.1,-5,-3,29,-7,8,-5,0
O=C(CNC(=O)c1cccs1)OCc1c(F)cccc1Cl,-9,1.0,-7,-5,-23,-7,27,5,-1
CC(=O)c1ccc(N2CCN(CC(=O)Nc3ccc4c(c3)OCCO4)CC2)cc1,7,1.4,-14,9,-19,-4,-1,-2,-9
Cn1ncc2c(N3CCN(c4ccc(Cl)c(Cl)c4)CC3)ncnc21,14,6.4,2,5,-12,-25,4,-3,-6
CCC(=O)c1cc(Br)ccc1OCC(=O)N1CCN(S(=O)(=O)c2ccccc2)CC1,-15,1.2,-2,.,-15,.,5,-5,-10
Cc1c(Cl)cccc1NC(=O)Nc1ccc(C(N)=O)cc1,28,0.8,-16,-7,-8,-8,52*,-3,-18
CCOC(=O)c1[nH]c(C)c(C(=O)Nc2ccc(C)c(C)c2)c1C,19,1.0,-1,4,-27,-3,3,-13,-1
O=C(CSc1nnc(-c2ccco2)n1-c1ccccc1)Nc1c(Cl)cc(Cl)cc1C(=O)O,20,0.7,-14,-1,-14,-1,3,-2,-16
O=c1[nH]c(-c2ccccn2)nc2sc(-c3ccccc3)cc12,13,1.3,1,.,6,.,11,-1,-14
Cc1ccccc1CNC(=O)C1CCN(c2nnc(N3CCCC3=O)s2)CC1,11,0.6,-19,-3,-5,-5,-1,-3,-2
O=C(c1ccc(F)cc1)N1CCN(C(=O)c2ccc([N+](=O)[O-])cc2)CC1,-15,-0.1,-1,-6,12,0,9,-6,4
O=C(CN1C(=O)NC2(CCc3ccccc32)C1=O)c1ccc(Br)cc1 (stereo not drawn),-2,1.0,-7,-17,5,-8,3,2,1
COc1cccc(NC(=O)CN(C)C(=O)CNC(=O)c2sc3ccccc3c2Cl)c1,-18,-0.1,-6,-20,-12,-6,1,-6,-2
CCn1cnc2c1c(=O)n(CC(=O)Nc1cc(C)on1)c(=O)n2Cc1ccccc1,11,0.0,-13,1,-24,-2,8,-9,-13
Cc1ccc(NC(=O)/C(=C\c2cccc(Br)c2)NC(=O)c2ccco2)cc1,8,0.5,-25,-1,-2,-1,6,0,-13
COc1ccccc1CC(=O)NC1CC1,7,0.6,2,5,-4,-11,-1,-1,-8
O=C(O)c1ccc(Cl)cc1Nc1nc2cc(Cl)ccc2o1,26,1.4,-3,-11,6,-4,-5,-4,-12
CCOc1ccc(NC(=O)CN(C)C(=O)c2cc3c(s2)CCCCC3)cc1OCC,13,-0.6,-14,-21,-2,-7,-1,0,1

Following part
Molecule,M1 PAM parental,CHO-K1 Ca ag,CHRM1 antagonist,CHO parental Ca,TAAR1 antag,OXTR potentiate,TAAR1 ag,CHRM1 agonist,CHO-K1 Ca antag
COc1ccc(NC(=O)CCNC(=O)c2ccccc2Cl)cc1S(=O)(=O)N1CCCCC1,7,0.4,-9,.,-11,.,4,0,-6
CCOC(=O)C1CCCN(c2c(Nc3cc(C)cc(C)c3)c(=O)c2=O)C1 (stereo not drawn),-6,0.1,0,-6,-6,-5,3,0,12
CCOc1cccc(C(=O)NCc2ccccc2)c1,17,0.1,-2,-5,8,7,9,-2,-13
CC(=O)Nc1ccc(/C=N/NC(=O)c2cc(-c3ccco3)nc3ccccc23)cc1,12,1.6,1,-16,24,0,3,-2,-12
CC(C)n1nnnc1SCC(=O)Nc1cccc(F)c1,9,0.6,0,.,-10,.,1,-3,-5

Assay outcomes (PubChem)
